Screening data as filed in PubChem BioAssay.
BRCA1 expr act = qHTS Assay to Identify Small Molecule Activators of BRCA1 Expression. MCF7-BRCA1-FFLuc reporter, luminescence, 48 h; response scale: scaled: vehicle 0%, 10 µM genistein 100%. Potency, µM (titrated, usually from 46.1 µM), for the others: top-dose activation, actives largely listed as activators. 380,000 compounds, 1.1% hits. AID 624202, 2012; further: potency means the concentration at half of the fitted maximal effect; nearly all actives have a fitted effect of over 80% in size; some results filed as inactive show a strong effect at the top dose
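Quantitative HTS in MCF7 cells stably reporting BRCA1 expression via firefly luciferase. Compound treatment lasts 48 h at 37 °C in phenol-red free MEM. Activation is expressed relative to genistein at 10 microM and DMSO.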
Rab9 prom act = qHTS Assay for Rab9 Promoter Activators; Huh7 Rab9 promoter-luciferase reporter, luminescence, 24 h; Potency, µM (highest dose often 9.22 µM), inactives show top-dose activation, negative = inhibition, hits mostly activators; 320,000 compounds, 2.8% hits; AID 485297, 2010; further: potency means the concentration at half of the fitted maximal effect; % of control where 0% means no effect; nearly all actives have a fitted effect of over 60% in size
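Promoter activation is measured as luciferase luminescence in Huh7 cells stably transfected with a Rab9 promoter–luciferase construct, following 24 h compound exposure at 37 °C and 10 min reagent incubation at ambient temperature.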
p53 reactivator = qHTS assay for re-activators of p53 using a Luc reporter. 320,000 compounds, 0.063% hits. Potency, µM (top dose mostly 92.2 µM), without a hit: top-dose activity change, positive = activation, most hits filed as activators. H1299 p53-A138V BP100-luciferase reporter, luminescence, 24 h. AID 504706, 2011; further: potency means the concentration at half of the fitted maximal effect; % of control where 0% means no effect; nearly all actives have a fitted effect of over 45% in size
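H1299 (p53-null), stable ts p53-A138V + BP100-Luc; 1000 cells/well, Opti-MEM/10% FBS; cpd 4 pt, 1:5; 24 h, 37 deg C, 5% CO2; detection reagent 10 min RT; luminescence.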
Menin MLL FP TR = qHTS Assay for Inhibitors Targeting the Menin-MLL Interaction in MLL Related Leukemias: Competition With Texas Red Labeled MLL-derived Mutant Peptide. 270,000 compounds, 0.23% hits. O00255. Menin + Texas Red MLL mutant peptide, fluorescence polarization. Potency, µM (top dose mostly 61.6 µM), for the others: top-dose FP activity change, negative = inhibition, usual class: inhibitors; active means well fitted inhibition curve with a large enough effect in the polarisation, with a control signal flat, not every such curve was filed as active; inconclusive means small, poorly fitted or top-dose-only effect, or effect the other way, or a change in a side signal; inactive means no such curve, though single readings can be large or run the other way; the % refers to the polarisation; further: potency means the concentration at half of the fitted maximal effect; % of control where 0% means no effect; many of its hits are not listed in these tables
RORg inh = qHTS for inhibitors of ROR gamma transcriptional activity; Nuclear receptor ROR-gamma (Mus musculus), P51450; Potency, µM (highest dose often 53.6 µM), without a hit: at the top dose activity change, negative = inhibition, usual class: inhibitors; AID 2551, 2010; 310,000 compounds, 5.4% hits; Drosophila S2 Gal4-RORgamma UAS-luciferase reporter, 20 h; further: potency means the concentration at half of the fitted maximal effect; on the % scale 0 is the no-effect control and ±100 the full control effect; nearly all actives have a fitted effect of over 60% in size
Target sequence (P51450 whole entry, looked up, the tested form may be a part): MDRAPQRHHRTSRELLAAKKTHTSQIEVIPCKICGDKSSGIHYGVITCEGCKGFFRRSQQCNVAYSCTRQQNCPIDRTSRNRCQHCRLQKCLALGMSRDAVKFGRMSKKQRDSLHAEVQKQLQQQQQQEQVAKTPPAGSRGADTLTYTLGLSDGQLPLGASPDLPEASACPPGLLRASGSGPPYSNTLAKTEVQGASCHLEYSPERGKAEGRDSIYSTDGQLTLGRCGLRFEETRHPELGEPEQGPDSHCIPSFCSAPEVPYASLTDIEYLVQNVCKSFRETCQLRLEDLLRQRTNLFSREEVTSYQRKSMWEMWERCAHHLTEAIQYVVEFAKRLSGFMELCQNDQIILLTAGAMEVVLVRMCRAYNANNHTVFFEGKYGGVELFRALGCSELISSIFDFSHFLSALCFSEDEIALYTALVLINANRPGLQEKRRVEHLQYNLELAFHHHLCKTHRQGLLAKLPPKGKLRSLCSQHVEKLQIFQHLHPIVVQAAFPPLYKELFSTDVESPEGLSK
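Luminescence from a UAS-regulated Photinus luciferase reporter in stably transfected Drosophila Schneider cells is measured; decreased signal marks ROR gamma inhibition. Fusion expression is induced by 700 uM copper sulfate for 20 hr.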
VP16 counter = VP16 counterscreen qHTS for inhibitors of ROR gamma transcriptional activity; Drosophila S2 Gal4-VP16 UAS-luciferase, luminescence, 20 h; Potency, µM (series often up to 53.6 µM), for the others: at the highest dose activity, negative = inhibition, hits mostly inhibitors; 310,000 compounds, 3.5% hits; AID 2546, 2010;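 further: Gal4-VP16 expression switched on by copper sulfate through the metallothionein promoter; potency means the concentration at half of the fitted maximal effect; on the % scale 0 is the no-effect control and ±100 the full control effect; nearly all actives have a fitted effect of over 50% in size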
ELG1 genotoxic = qHTS screen for small molecules that induce genotoxicity in human embryonic kidney (HEK293T) cells expressing luciferase-tagged ELG1. HEK293T ELG1-luciferase reporter, luminescence, 16 h. Potency, µM (doses to about 46 µM), inactives show top-dose activity change, positive = activation, usual class: activators. 330,000 compounds, 1.3% hits. AID 504466, 2011; further: potency means the concentration at half of the fitted maximal effect; % of control where 0% means no effect; nearly all actives have a fitted effect of over 60% in size
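HEK293T cells expressing luciferase-tagged ELG1 were exposed to compound or DMSO vehicle for 16 hr at 37 °C and 5% CO2. Luciferase activity was then measured with ONE-Glo after 30 min at room temperature.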
Giardia killer = Small Molecules that selectively kill Giardia lamblia: qHTS; activity change, % at 7.66 µM, hits read low; AID 540267, 2011; 340,000 compounds, 0.15% hits; Giardia lamblia trophozoite viability; in the data active means activity change below about -80%; inconclusive means between about -30% and that limit;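 further: parasites exposed to compound for two days anaerobically before the ATP read; on the % scale 0 is the no-effect control and ±100 the full control effect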
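Each well holds 100 Giardia trophozoites and compound. After two days (48 hrs) at 37 deg C in anaerobic conditions, ATP is quantified by luminescence.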
PKM2 activator = qHTS Assay for Activators of Human Muscle isoform 2 Pyruvate Kinase; Pyruvate kinase PKM (Homo sapiens), P14618; purified PKM2, Kinase-Glo ATP luminescence, activation; response scale: 0% is enzyme alone, no compound; Potency, µM (series often up to 57.5 µM), for inactives: at the highest dose activation, actives largely listed as activators; 260,000 compounds, 0.34% hits; AID 1631, 2009; further: potency means the concentration at half of the fitted maximal effect; on the % scale 0 is the no-effect control and ±100 the full control effect; nearly all actives have a fitted effect of over 55% in size
Target sequence (P14618 whole entry, looked up, canonical isoform): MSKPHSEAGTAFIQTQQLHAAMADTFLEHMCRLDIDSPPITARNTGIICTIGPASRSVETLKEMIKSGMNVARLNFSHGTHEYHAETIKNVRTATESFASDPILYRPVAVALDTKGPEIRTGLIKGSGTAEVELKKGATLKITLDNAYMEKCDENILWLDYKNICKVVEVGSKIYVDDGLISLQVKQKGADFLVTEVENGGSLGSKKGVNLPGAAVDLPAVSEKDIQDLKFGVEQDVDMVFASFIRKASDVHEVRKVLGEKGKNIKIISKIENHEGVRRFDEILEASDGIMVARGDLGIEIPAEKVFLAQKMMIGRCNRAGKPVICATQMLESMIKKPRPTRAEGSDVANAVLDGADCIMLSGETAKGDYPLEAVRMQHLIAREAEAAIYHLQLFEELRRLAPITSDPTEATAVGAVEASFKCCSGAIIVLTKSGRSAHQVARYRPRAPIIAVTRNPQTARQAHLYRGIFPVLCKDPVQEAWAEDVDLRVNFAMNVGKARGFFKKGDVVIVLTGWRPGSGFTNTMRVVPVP
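Purified hPK-M2 (>95% pure) converted ADP (0.1 mM final) to ATP with 0.5 mM PEP in 50 mM imidazole pH7.2, KCl, MgCl2, Tween 20, BSA; 1 h at room temperature. ATP detected by Kinase-Glo luminescence.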
FLuc counter = qHTS profiling assay for firefly luciferase inhibitor/activator using purifed enzyme and Km concentrations of substrates (counterscreen for miR-21 project); Luciferin 4-monooxygenase (Photinus pyralis), P08659; purified FLuc, Km substrates, luminescence inhibition; Potency, µM (doses to about 57.5 µM), for inactives: at the top dose activity change, negative = inhibition, usual class: inhibitors; 360,000 compounds, 6.9% hits; AID 588342, 2011;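 further: potency means the concentration at half of the fitted maximal effect; plate controls were vehicle for no effect and reference inhibitor for full effect; nearly all actives have a fitted effect of over 55% in size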
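Purified P. pyralis luciferase, 10 nM final, with Km-level 10 uM D-luciferin and 10 uM ATP in 50 mM Tris acetate pH 7.5, 10 mM Mg acetate, 0.01% Tween-20, 0.05% BSA; 6-point qHTS titration about 60 µM downward; luminescence read.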
NPC1 promoter act = qHTS Assay for NPC1 Promoter Activators; Huh7 NPC1 promoter luciferase reporter, 24 h; Potency, µM (titrated, usually from 9.22 µM), for inactives: at the highest dose activation, actives largely listed as activators; 320,000 compounds, 2.4% hits; AID 485313, 2010;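 further: potency means the concentration at half of the fitted maximal effect; % of control where 0% means no effect; nearly all actives have a fitted effect of over 60% in size; reporter is driven by a mutant NPC1 promoter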
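Huh7 cells stably carrying NPC1 promoter–luciferase, plated in Opti-MEM with 10% FBS for 2 h, were exposed to compound in DMSO for 24 h at 37 °C; luciferase reagent was added for 10 min and luminescence read.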
An asterisk follows results filed as active; ? = inconclusive; nt = no result given; [ ] = another dose, or the depositor's remark. Unless noted, the call rests on the fitted dose curve; in most records, active means well fitted curve in the direction sought with a large enough effect; inconclusive means small, poorly fitted or top-dose-only effect, or another doubt; inactive means no such curve, though single readings can be large; an effect the other way counts as inactive or inconclusive. Some of the compounds tested; the hit share may differ from the screen's.

SMILES	BRCA1 expr act	Rab9 prom act	p53 reactivator	Menin MLL FP TR	RORg inh	VP16 counter	ELG1 genotoxic	Giardia killer	PKM2 activator	FLuc counter	NPC1 promoter act
CC(=O)Nc1ccc(S(=O)(=O)N2CCN(c3cc(C)nc4ccccc34)CC2)cc1	-25%	-4%	-28%	38%[activator]	1%	6%	5%	21	8%	4%	-2%
CC(=O)Nc1ccc(NC(=O)C2CC(=O)N(Cc3ccco3)C2)cc1 (configuration not stated)	8%	-4%	-3%	nt	nt	nt	0%	-7	nt	-2%	-7%
COc1ccc(/C(C)=N/NC(=O)C2CC2)cc1	21%	14%	1%	10%	11%	-13%	?	-1	8%	-19%	6%
Cc1ccc(CNC(=O)c2cc3c(s2)CS(=O)(=O)C3)cc1	-19%	0%	-7%	nt	10%	-2%	3%	26	nt	2%	0%
CCC(=O)Nc1ccc(NC(=O)c2cccc(OC)c2)nc1	11µM*	2.2µM*	?	-12%	?	-10%	?	-2	-16%	11µM*	?
CSCCC(NC(=O)c1cccc(S(=O)(=O)N2CCOCC2)c1)C(=O)Nc1ccc(F)cc1 (configuration not stated)	-33%	-4%	1%	10%	10%	-10%	0%	-7	-2%	5%	-2%
CC(C)CC(=O)Nc1nnc(SCC(=O)NCc2ccc3c(c2)OCO3)s1	-1%	0%	-2%	17%	13%	14%	2%	-7	4%	1%	-8%
CCOC(=O)C1CCCN(Cc2nc3ccc([N+](=O)[O-])cc3c(=O)n2-c2ccc(OC)cc2OC)C1 (configuration not stated)	-9%	-1%	-1%	-16%	-20%	-12%	-8%	8	1%	1%	-2%
CN(C)C1=NC[C@H](Cc2ccccc2)N1CCCC1CCCC1	-6%	-21%	-5%	nt	nt	nt	-23%	9	nt	2%	-7%
CNC(=O)N(O)C1N(C)C(=O)N(CC(=O)OC)C1(C)C (configuration not stated)	0%	2%	-1%	-2%	-2%	-6%	-2%	17	-1%	2%	-6%
Cc1cccc(NC(=O)c2cc(=O)c3ccccc3o2)c1	41%	1%[1.84 µM]	5%	?	-15%	-27%	2%	7	nt	?	18%
COc1ccccc1CNC(=O)CSc1ccsc1[N+](=O)[O-]	13µM*	3.5µM*	?	?	9%	-5%	8%	?	-2%	?	?
O=C(COC(=O)CSc1ccc2ccccc2c1)Nc1ccccc1OC(F)F	13%	-3%	-5%	-2%	-22%	-1%	2%	-2	8%	-1%	-7%
CC(C)(C)CC(C)(C)NC(=O)Nc1cccc([N+](=O)[O-])c1	-40%	-3%	2%	36%[activator]	?	-29%	-9%	6	-7%	-3%	-8%
O=C(COC(=O)c1cc([N+](=O)[O-])ccc1N1CCOCC1)Nc1c(Cl)cccc1Cl	-41%	2%	-4%	nt	nt	nt	1%	11	nt	2%	-1%
COc1cc(-c2nc(Cc3c(F)cccc3Cl)no2)cc(OC)c1OC	9%	-1%	-6%	?	-4%	0%	-10%	10	-1%	?	-3%
Cc1ccc(Sc2ccc(CN3CCCCC3)cc2[N+](=O)[O-])cc1	2%	-3%	2%	0%	-2%	4%	-5%	31[activator]	-3%	-1%	3%
CCC(C)COC(c1ccccc1)(c1ccccc1)C(Oc1nc(C)cc(C)n1)C(=O)O (configuration not stated)	3%	0%	nt	2%	nt	nt	-3%	29	0%	1%	-4%
CN(C)c1ccc(CNCC2CCCO2)cc1 (configuration not stated)	-3%	-11%	nt	12%	-2%	0%	-2%	-2	0%	0%	11%
Cc1ccc(NC(=O)CCC(=O)c2cccs2)cc1	1%	-3%	7%	3%	13%	-5%	9%	-8	-1%	11µM*	0%
NC(=O)Cn1c(-c2nonc2N)nc2ccccc21	5%	-5%	3%	-1%	?	-24%	1%	-3	10%	-1%	-4%
CCOC(=O)c1nn(-c2ccc(Cl)cc2)c2nc(Nc3ccccc3)cc(=O)n12	1%	-1%	-2%	2%	8%	0%	4%	-12	2%	3%	-1%
COc1cc(/C=C2\SC(=S)N(C(C(=O)O)c3ccccc3)C2=O)cc(OC)c1OC (configuration not stated)	-23%	-2%	-1%	nt	2%	0%	3%	1	5%	-28%	2%
COC(=O)Nc1ccc(S(=O)(=O)N2CCCC(C(=O)N3CCOCC3)C2)cc1 (configuration not stated)	-20%	-10%	-3%	nt	1%	7%	1%	10	19%	3%	1%
CCOC(=O)c1cc(NC(=O)N2CCCCC2)c(C)nc1C	-5%	0%	-8%	-5%	-19%	-2%	-5%	20	2%	4%	0%
O=C(COc1ccc([N+](=O)[O-])cc1)NNC(=O)c1cccnc1	-2%	0%	0%	?	-25%	-4%	-1%	-6	nt	0%	2%
O=C1CCCN1c1ccc(C(=O)N(Cc2nnc(-c3ccc(Cl)cc3)o2)C2CC2)cc1	5%	-5%	-5%	nt	nt	nt	0%	-12	nt	?	1%
O=C(NCC1CCCCC1)C1CCCN(C(=O)NC2CCCCC2)C1 (configuration not stated)	-33%	-1%	0%	-6%	30%	11%	-9%	4	-2%	2%	1%
CC(C)CC(=O)Nc1nnc(SCC(=O)NCc2ccco2)s1	-5%	-8%	-1%	12%	18%	0%	0%	-5	3%	1%	2%
Cc1ccc(CSCC(=O)Nc2ccc(N3CCOCC3)cc2N2CCOCC2)cc1	-18%	-4%	4%	nt	nt	nt	1%	-5	nt	1%	-1%
CC/C(=N\NC(=O)CNC(=O)/C=C/c1ccco1)c1ccccc1	0%	3%	8%	6%	17%	-10%	2%	-4	0%	1%	0%
CCOC(=O)C(CCc1nnc(N)s1)C(=O)OCC	18%	3%	6%	0%	8%	-7%	1%	13	-9%	2%	-2%
COc1ccc(Cl)cc1NS(=O)(=O)N1CCOCC1	-7%	-8%	-13%	nt	9%	10%	0%	-1	-10%	4%	2%
Cc1cccc(S(=O)(=O)Nc2cccc(-c3cn4ccsc4n3)c2)c1	-14%	1%	-15%	2%	8%	-8%	-6%	-27	16%	?	-1%
COc1ccc(C(=O)CSc2nc(C(C)(C)C)nc3ccccc23)cc1	-29%	-6%	2%	12%	7%	-7%	-7%	1	-3%	6%	0%
COc1ccc(CNn2c(-c3cccs3)nc3ccccc3c2=O)cc1OC	-5%	2%	-4%	13%	32%	-16%	-9%	-18	-1%	-10%	-2%
CC1CCC(N2CCN(S(=O)(=O)Cc3ccccc3)CC2)CC1 (configuration not stated)	-10%	-4%	-1%	-6%	-20%	-3%	-4%	-26	3%	-1%	2%
O=C(COc1ccc(Cl)cc1Cl)N1CCN(c2ccccn2)CC1	31%	-8%	-6%	-1%	8%	-4%	2%	-22	-2%	?	5%
CCOc1ccc(CCNC(=O)C2CCCN2C(=O)OCc2ccccc2)cc1OCC (configuration not stated)	-1%	-7%	5%	5%	-3%	-17%	-2%	-10	4%	4%	-2%
O=c1cc(-c2ccc(O)cc2)oc2ccccc12	?	?	4%	3%	10%	0%	?	-17	7%	11µM*	?
COc1ccc(CCNC(=O)Cn2cccc2C(=O)c2ccccc2)cc1OC	2%	-10%	-3%	-6%	17%[10 µM]	1%	-5%	36[activator]	4%	-2%	-2%
CC(=O)N1CCc2cc(Br)cc(S(=O)(=O)N3CCN(C(=O)c4ccco4)CC3)c21	3%	11%	-13%	2%	-2%	0%	1%	1	2%	0%	2%
OCC[C@@H]1C[C@H](O)[C@@H](O)[C@]2(CCc3ccccc3CO2)O1	11%	0%	nt	5%	-13%	-13%	1%	-29	-4%	-1%	1%
Cc1nnc(SCc2nc3ccccc3[nH]2)s1	52%	-2%	19%	-1%	9%	10%	5%	-6	16%	3%	0%
O=C1CCCC/C1=C\Nc1ccc(C(=O)O)c(O)c1	10%	?	3%	nt	6%	-4%	16%	12	-5%	11µM*	29%
O=c1c2ccccc2[nH]c(=S)n1CCCN1CCOCC1	-5%	-3%	-5%	-5%	?	-9%	3%	7	1%	3%	-1%
